# Assay outcomes deposited in PubChem by MTDP.
# RNase H inhibition: RNase H inhibition, HIV 1 Gag Pol polyprotein, FRET biochemical assay, screening (AID 372). HIV-1 RT RNase H, FRET RNA/DNA substrate fluorescence; higher % means a stronger effect. one-dose inhibition, % at 10 µM; IC50 in µM for titrated hits. 100,000 tested, 0.77% active; in the data active = inhibition above about 50%
# * hit, by the source's call. These rows are one share of the data (hit frequency here may not be typical).
SMILES,RNase H inhibition
O=c1nc(-c2ccccc2F)c2cc(Cl)ccc2[nH]1,8.0%
CCCn1c(=N)n(CCO)c2ccccc21,4.0%
Cc1[nH]c2c(Cl)cccc2c(=O)c1CN1CCOCC1,21.0%
CCOC(=O)N1CCN(C(=O)C2CCN(C/C(C)=C/c3ccccc3)CC2)CC1,2.0%
COc1ccccc1CNC(=O)CN(c1ccc(C)cc1)S(C)(=O)=O,5.0%
CCOC(=O)N(C)OC(=O)Nc1ccc(Cl)c(Cl)c1,6.0%
CCOC(=O)c1ccccc1NC(=O)CN(c1ccc(C)cc1)S(=O)(=O)c1ccc(SC)cc1,8.0%
Cc1ccc(NC(=O)/C(C#N)=C/c2ccc(-c3ccc(Cl)c(C(=O)O)c3)o2)cc1Cl,6.0%
c1ccc(Nc2nc3c(s2)CCc2ccccc2-3)cc1,16.0%
O=C(Nc1ccc(S(=O)(=O)Nc2ncccn2)cc1)c1ccccc1,6.0%
CCn1ccnc1C(O)c1cc(OC)ccc1OC (stereo not given),0.0%
CN(C)c1ccc(NC(=O)COc2ccc(Br)cc2Cl)cc1,26.0%
COC(=O)C1=C(C)N=c2s/c(=C\c3ccc4c(c3)OCO4)c(=O)n2C1/C=C/c1ccccc1 (stereo not given),11.0%
CCCOC(=O)C1=C(C)NC2=C(C(=O)CC(C)(C)C2)C1c1ccc(N(C)C)cc1 (stereo not given),17.0%
COc1ccccc1NC(=O)c1ccc(C)cc1Cl,4.0%
COc1ccc(I)cc1S(=O)(=O)NCc1ccccn1,7.0%
O=C(O)CCCCCN1C(=O)C(=O)/C(=C(/O)c2ccc(F)cc2)C1c1ccccc1Cl (stereo not given),13.0%
COc1cc(C(=O)N2CCc3ccccc3C2)cc(OC)c1OC,6.0%
COc1ccc(S(=O)(=O)Nc2cccc([N+](=O)[O-])c2C)cc1,4.0%
COc1ccc(CSc2nnc3nc(C)cc(C)n23)cc1,1.0%
CCOc1cccc(-c2cc(C(=O)N3CCN(Cc4ccccc4)CC3)c3ccccc3n2)c1,14.0%
Clc1ccc(Cn2c(CNc3ccc(Cl)cc3)nc3ccccc32)cc1,15.0%
COc1cccc(NC(=O)COc2ccc(-c3ccccc3)cc2)c1,8.0%
O=C(NCc1ccccc1)/C(=C\c1ccc(-c2ccccc2)o1)NC(=O)c1ccccc1,12.0%
O=C(CSCc1ccc(Cl)cc1)Nc1ccccc1Cl,26.0%
CCOc1ccc(-c2cc(C(=O)N=Nc3c(O)[nH]c4ccccc34)[nH]n2)cc1,0.0%
CCOc1cccc(C(=O)Nc2nnc(-c3cccc(OCC)c3)s2)c1,6.0%
COc1ccc(S(=O)(=O)N(CCc2ccccc2)CC(=O)Nc2cccc(Cl)c2C)cc1,25.0%
COC(=O)c1ccccc1NC(=S)NC(=O)COc1ccccc1,14.0%
N#CC1=C(N)Oc2cc(N)ccc2C1c1ccc(C(F)(F)F)cc1 (stereo not given),10.0%
COc1ccc(C2=C/C(=C\c3cccnc3)C(=O)O2)cc1,5.0%
COc1ccc(OC)c(NC(=O)c2cc(-c3cccc(Br)c3)nc3ccccc23)c1,11.0%
CN(C)c1ccc(CNC23CN4CN(CN(C4)C2)C3)cc1,8.0%
O=C(NCCCO)C(=O)NCc1ccccn1,1.0%
CS(=O)(=O)N(CC(=O)NCc1ccco1)c1cc(Cl)cc(Cl)c1,4.0%
Cc1cc(OCCOc2ccccc2/C=C2\SC(=O)NC2=O)ccc1Cl,14.0%
O=C1NC(=S)N/C1=C/c1ccc(OCc2ccccc2)c(Br)c1,20.0%
CCN1C(=O)/C(=C\c2cc(Br)ccc2OCc2ccccc2)SC1=S,15.0%
O=C(COc1ccc(Br)cc1Cl)Nc1cc(Cl)ccc1Cl,8.0%
Cc1cccc(N=C2NC(=O)/C(=C\c3cccs3)S2)c1C,7.0%
CCOC(=O)C1=C(O)/C(=C/c2cccnc2)SC1=Nc1cccc(Cl)c1,9.0%
COc1ccc(CCNC(=O)C(=O)Nc2ccc(Cl)c(Cl)c2)cc1OC,5.0%
Cc1ccoc1C(=O)Nc1ccccc1Oc1ccccc1,2.0%
Cc1ccc(C2/C(=C(/O)c3ccccc3)C(=O)C(=O)N2c2cccc(C)c2)cc1 (stereo not given),12.0%
COc1cc2c(cc1OC)C(C)N(CCC(=O)O)CC2 (stereo not given),2.0%
COc1cccc(N/C=C(\C#N)c2nc(-c3ccc4c(c3)OCO4)cs2)c1,0.0%
Cc1cccc(N2CCN(C(=S)c3ccccc3)CC2)c1,5.0%
CCOC(=O)c1c[nH]c2c(Br)cccc2c1=O,4.0%
Clc1ccc(-c2csc(Nc3ncccn3)n2)cc1,6.0%
O=C1CCC(=O)N1c1ccc(S(=O)(=O)N2CCCCC2)cc1,7.0%
COc1ccc(/C=c2\sc3nc4cc(C)c(C)cc4n3c2=O)cc1,7.0%
Oc1c(Br)cc2oc3c(c2c1/C=N/N(c1ccccc1)c1ccccc1)CCCC3,0.0%
Cc1[nH]n(-c2ccccc2)c(=O)c1/C=N/n1c(-c2ccccc2)n[nH]c1=S,12.0%
Cc1cc(C(=O)NCC2CCCO2)ccc1[N+](=O)[O-] (stereo not given),4.0%
Cn1c(COc2cccc3ccccc23)nc2ccccc21,10.0%
CCOC(=O)C1CCN(C2CC(=O)N(c3ccc(Cl)cc3)C2=O)CC1 (stereo not given),1.0%
N#C/C(=C/c1ccc(I)o1)C(=O)N1CCOCC1,6.0%
Cc1ccc(NC(=O)c2ccc(OC3CSC3)cc2)cc1,0.0%
C#Cc1cccc(NS(=O)(=O)c2ccc(NC(C)=O)cc2)c1,0.0%
CCOc1ccccc1OCCOCCOc1ccccc1OC(C)C,10.0%
# Next part:
SMILES,RNase H inhibition
O=C(Nc1ccccc1C(=O)NCc1ccco1)c1ccccc1Br,7.0%
Cc1ccc(C(=O)Oc2ccc3c(C)cc(=O)oc3c2)cc1,10.0%
COc1ccc(Cl)cc1NC(=O)c1c(O)c2ccccc2[nH]c1=O,15.0%
COc1ccc(NS(=O)(=O)c2cccc(N)c2)cc1,2.0%
O=C(CSc1nc2ccccc2n1Cc1ccccc1)N/N=C/c1cccs1,4.0%
Cc1ccc(NC(=O)C(=O)N/N=C/c2ccc(C(C)C)cc2)cc1,8.0%
COc1ccc(NC(=O)C2C(C=C(Cl)Cl)C2(C)C)cc1 (stereo not given),6.0%
N#CC1=C(N)SC(N)=C(C#N)C1c1ccccc1Cl,10.0%
O=C(COc1ccccc1)Nc1nc(-c2ccc(S(=O)(=O)N3CCOCC3)cc2)cs1,0.0%
COc1ccc(N2C(=O)/C(=C\c3ccc(OCC(N)=O)cc3)C(=O)NC2=S)cc1,13.0%
COc1ccc(C(=O)O)cc1S(=O)(=O)N1CCOCC1,2.0%
O=C(c1ccc(Cl)cc1[N+](=O)[O-])N1CCN(c2ccccc2)CC1,4.0%
CCN(C(C)=O)C1=C(N2CCOCC2)C(=O)c2ccccc2C1=O,10.0%
COc1ccc(N(CC(=O)Nc2ccc(OC)cc2OC)S(=O)(=O)c2ccc(C)cc2)cc1,5.0%
Cc1cc(C(=O)Nc2cccc(C(=O)O)c2)c(C)o1,21.0%
O=C(Nc1ccccc1)C1(S(=O)(=O)c2ccccc2)CC1,4.0%
COc1ccccc1NC1=C(Cl)C(=O)N(c2cccc(Cl)c2Cl)C1=O,5.0%
CSc1nnc2c(n1)OC(c1ccc(N(C)C)cc1)Nc1ccccc1-2 (stereo not given),10.0%
COc1cccc(OCCn2cc(C=C3C(=O)NC(=S)NC3=O)c3ccccc32)c1,57.0%*
COc1cc(C(C2=C(O)CC(C)(C)CC2=O)C2C(=O)CC(C)(C)CC2=O)ccc1OC(C)=O (stereo not given),6.0%
O=C1OC(c2cccc(Cl)c2)=N/C1=C\c1cccc(F)c1,10.0%
O=c1oc2ccc([N+](=O)[O-])cc2cc1-c1ccccc1,2.0%
COc1ccc2c(c1)OC(O)(C(F)(F)C(F)F)CC2=O (stereo not given),3.0%
CCN(CC)c1ccc(C2C(C(=O)OCC(C)C)=C(C)NC3=C2C(=O)CC(c2ccc(OC)cc2)C3)cc1 (stereo not given),12.0%
CC1(C)CC(=O)C(C=Nc2ccc(Cl)cc2)=C(O)C1,0.0%
CCN(CC)C(=O)c1cn(-c2ccccc2)nc1-c1ccc(Br)cc1,7.0%
CCOC(=O)C1=C(C)N=c2s/c(=C\c3ccc(-c4cc(Cl)ccc4C)o3)c(=O)n2C1c1ccc(OC)cc1 (stereo not given),15.0%
O=C1CC(N2CCN(c3ccc(Cl)cc3)CC2)C(=O)N1c1cc(Cl)cc(Cl)c1 (stereo not given),10.0%
COc1cc(/C=C2/C(=O)N(c3cccc(Cl)c3)N=C2C)cc2sc(=O)oc12,15.0%
COc1ccc(/C=C(/NC(=O)c2ccccc2Cl)C(=O)O)cc1,0.0%
CCN(CC)CCCOc1cccc(Cl)c1,0.0%
COc1ccc(Cc2nnc(NC(=O)c3cccs3)s2)cc1OC,3.0%
CCc1ccc(C(=O)CSC2=C(C#N)C(c3ccc(F)cc3)C(C(C)=O)=C(C)N2)cc1 (stereo not given),13.0%
CCCOc1ccc(C(=O)Nc2cccc(C(=O)Nc3nccs3)c2)cc1,8.0%
CCOc1ccccc1OCCCCOc1cccc2ccccc12,24.0%
O=C(Cc1ccc(Cl)cc1)N/N=C/Cc1ccccc1,22.0%
O=C1C2C(c3ccccc3)OC3(C(=O)c4ccccc4C3=O)C2C(=O)N1c1ccccc1 (stereo not given),6.0%
CC(NS(=O)(=O)c1ccc(Br)cc1)C1C2CC3CC(C2)CC1C3 (stereo not given),2.0%
CCC1(CO)COC(c2ccco2)OC1 (stereo not given),4.0%
COc1ccc(N/N=C2\CCCCC2=O)cc1,9.0%
COc1ccc(C(=O)NC(=S)Nc2ccc3nn(-c4ccc(Cl)cc4)nc3c2)cc1Cl,21.0%
COc1ccc(C2=NN(C(C)=O)C(c3ccccc3OC)C2)cc1 (stereo not given),5.0%
FC(F)(F)c1nnc2ccc(N3CCOCC3)nn12,14.0%
Cc1ccc2oc(Nc3nc(C)c(C)c(C)n3)nc2c1,1.0%
COc1ccc(CCN=C(Nc2ccccc2)SC2CC(=O)N(c3ccc(F)cc3)C2=O)cc1 (stereo not given),0.0%
Cc1ccc(C)c(NC(=O)c2ccccc2[N+](=O)[O-])c1,0.0%
COc1cccc(OCCCOc2ccc(C)c(C)c2)c1,5.0%
O=C1C2C3c4ccccc4C(C(=O)O)(c4ccccc43)C2C(=O)N1c1cccc([N+](=O)[O-])c1 (stereo not given),7.0%
Cc1ccccc1C(C1=C(O)CC(C)(C)CC1=O)C1C(=O)CC(C)(C)CC1=O (stereo not given),13.0%
COc1ccc(N2C(=O)c3ccc(C(=O)Nc4ccc(I)cc4)cc3C2=O)cc1,39.0%
CCOc1cccc(C(=O)NCc2ccncc2)c1,5.0%
CCOC(=O)C1=C(C)N=c2s/c(=C\c3ccc(OC)cc3OC)c(=O)n2C1c1ccccc1Cl (stereo not given),2.0%
N/C(=N/OCC(=O)Nc1ccc(F)cc1)c1nonc1N,2.0%
CS(=O)(=O)N(CC(=O)NCC1CCCO1)c1ccc(Cl)c(C(F)(F)F)c1 (stereo not given),2.0%
Cc1ccc(C(=O)Nc2cccc(C)c2C)c(Cl)c1,0.0%
CC1(C)Cc2c(sc3[nH]c(=S)n(CCc4ccccc4)c(=O)c23)CO1,4.0%
CCOC(=O)C1=c2s/c(=C\c3cccnc3)c(=O)n2C(N)=C(C#N)C1c1cccnc1 (stereo not given),7.0%
CCCOc1ccccc1C1C(C(=O)OCC2CCCO2)=C(C)NC2=C1C(=O)CCC2 (stereo not given),6.0%
COC(=O)c1ccc(C2C(C(=O)OC3CCCCC3)=C(C)NC3=C2C(=O)CCC3)cc1 (stereo not given),10.0%
Cc1cc(OCC(=O)Nc2c(C(C)C)cccc2C(C)C)cc(C)c1Cl,5.0%
# (more compounds)
SMILES,RNase H inhibition
COC(=O)c1ccc(C(=O)OC)c(NC(=O)c2cc(Cl)ccc2Cl)c1,9.0%
Cc1ccc(NC(=S)NC(=O)c2ccc(F)cc2)cc1Br,7.0%
CC1=C(C(=O)Nc2ccc(C)cc2)C(c2ccc(Cl)cc2)NC(=S)N1 (stereo not given),10.0%
NC(=O)c1ccc(N=Cc2c[nH]c3ccccc23)cc1,7.0%
CCOC(=O)c1c(NC(=S)NC(=O)c2ccccc2OC)sc2c1CCCC2,5.0%
CCN1C(=O)/C(=C/c2ccc(OCCOc3ccc(Cl)c(C)c3)cc2)SC1=S,4.0%

# Arranged by length of the SMILES (high to low): 16 of the compounds above.
SMILES,RNase H inhibition
O=C1C2C3c4ccccc4C(C(=O)O)(c4ccccc43)C2C(=O)N1c1cccc([N+](=O)[O-])c1 (stereo not given),7.0%
CCOC(=O)C1=C(C)N=c2s/c(=C\c3ccc(OC)cc3OC)c(=O)n2C1c1ccccc1Cl (stereo not given),2.0%
CCOC(=O)C1=c2s/c(=C\c3cccnc3)c(=O)n2C(N)=C(C#N)C1c1cccnc1 (stereo not given),7.0%
COC(=O)c1ccc(C2C(C(=O)OC3CCCCC3)=C(C)NC3=C2C(=O)CCC3)cc1 (stereo not given),10.0%
Cc1ccccc1C(C1=C(O)CC(C)(C)CC1=O)C1C(=O)CC(C)(C)CC1=O (stereo not given),13.0%
CCCOc1ccccc1C1C(C(=O)OCC2CCCO2)=C(C)NC2=C1C(=O)CCC2 (stereo not given),6.0%
CS(=O)(=O)N(CC(=O)NCC1CCCO1)c1ccc(Cl)c(C(F)(F)F)c1 (stereo not given),2.0%
CC1(C)Cc2c(sc3[nH]c(=S)n(CCc4ccccc4)c(=O)c23)CO1,4.0%
CC1=C(C(=O)Nc2ccc(C)cc2)C(c2ccc(Cl)cc2)NC(=S)N1 (stereo not given),10.0%
COC(=O)c1ccc(C(=O)OC)c(NC(=O)c2cc(Cl)ccc2Cl)c1,9.0%
CCOC(=O)c1c(NC(=S)NC(=O)c2ccccc2OC)sc2c1CCCC2,5.0%
Cc1cc(OCC(=O)Nc2c(C(C)C)cccc2C(C)C)cc(C)c1Cl,5.0%
Cc1ccc(NC(=S)NC(=O)c2ccc(F)cc2)cc1Br,7.0%
NC(=O)c1ccc(N=Cc2c[nH]c3ccccc23)cc1,7.0%
Cc1ccc(C(=O)Nc2cccc(C)c2C)c(Cl)c1,0.0%
CCOc1cccc(C(=O)NCc2ccncc2)c1,5.0%
